Assay outcomes deposited in PubChem by several laboratories.
BAP1 block: blocks human BAP1 ubiquitin-AMC hydrolysis. Q92560. recombinant BAP1, Ub-AMC hydrolysis fluorescence kinetic; hits give low values. activity remaining (% of control), % at 20 µM. 72,000 compounds, 0.48% hits. AID 436;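 active = activity remaining at or below 50% of control, provided the compound also passes the data quality filters; inactive = the rest, including low values that fail the filters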;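 note: 100% = DMSO wells rate and 0% = substrate alone blank rate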
Target sequence (Q92560 whole entry, looked up): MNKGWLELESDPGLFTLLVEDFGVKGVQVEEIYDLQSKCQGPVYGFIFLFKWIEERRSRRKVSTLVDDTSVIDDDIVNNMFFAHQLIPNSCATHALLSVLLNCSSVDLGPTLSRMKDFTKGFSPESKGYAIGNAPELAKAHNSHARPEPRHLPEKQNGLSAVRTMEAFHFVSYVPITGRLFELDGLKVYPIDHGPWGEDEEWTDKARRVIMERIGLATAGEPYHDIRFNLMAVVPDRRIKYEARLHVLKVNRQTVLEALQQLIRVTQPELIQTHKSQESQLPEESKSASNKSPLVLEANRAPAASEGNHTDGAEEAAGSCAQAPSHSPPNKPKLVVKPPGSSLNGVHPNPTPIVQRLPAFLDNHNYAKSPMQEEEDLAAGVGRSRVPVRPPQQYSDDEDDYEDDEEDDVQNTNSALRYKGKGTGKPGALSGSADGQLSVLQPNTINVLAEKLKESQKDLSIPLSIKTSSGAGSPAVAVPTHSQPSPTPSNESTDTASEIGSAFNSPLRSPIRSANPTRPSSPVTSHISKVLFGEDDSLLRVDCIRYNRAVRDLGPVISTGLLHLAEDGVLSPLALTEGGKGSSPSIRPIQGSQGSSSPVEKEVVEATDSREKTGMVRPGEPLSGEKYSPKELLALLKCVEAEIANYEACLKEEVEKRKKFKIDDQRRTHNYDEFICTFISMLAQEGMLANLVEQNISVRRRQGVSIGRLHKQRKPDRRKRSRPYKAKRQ
HePTP inhibitor: blocks human HePTP tyrosine phosphatase | inhibition, % at 20 µM | P35236 | 110,000 compounds, 0.64% hits | recombinant HePTP phosphatase activity, OD absorbance; in the data active = inhibition above about 50%;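 note: plate controls were vehicle for no effect and reference inhibitor for full effect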
Target sequence (P35236 whole entry, looked up): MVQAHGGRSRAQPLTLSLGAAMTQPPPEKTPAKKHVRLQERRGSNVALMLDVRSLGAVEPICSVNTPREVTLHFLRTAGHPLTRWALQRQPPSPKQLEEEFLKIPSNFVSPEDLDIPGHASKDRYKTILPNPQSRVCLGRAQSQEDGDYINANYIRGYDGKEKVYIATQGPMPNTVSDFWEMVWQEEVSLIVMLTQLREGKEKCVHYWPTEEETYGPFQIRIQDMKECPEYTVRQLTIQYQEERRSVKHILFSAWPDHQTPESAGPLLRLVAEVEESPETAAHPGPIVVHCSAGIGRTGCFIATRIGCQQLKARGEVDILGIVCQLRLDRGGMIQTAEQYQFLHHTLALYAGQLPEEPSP
Numbers without * were called inactive; · = no result given; & = joins results of further samples. No enrichment for hits; 0.83% or so of the library scored in one or more.

The opening two compounds (preview)
SMILES | BAP1 block | HePTP inhibitor
CC1=C(C(=O)OCCc2ccccc2)C(c2cccc(O)c2)C2=C(CCCC2=O)N1 (stereo not drawn) | 57 | ·
NS(=O)(=O)c1ccc(NC(=O)CCC2CCCCC2)cc1 | 93 | -5&4

The list itself, from the first entry:
SMILES | BAP1 block | HePTP inhibitor
CC1=C(C(=O)OCCc2ccccc2)C(c2cccc(O)c2)C2=C(CCCC2=O)N1 (stereo not drawn) | 57 | ·
NS(=O)(=O)c1ccc(NC(=O)CCC2CCCCC2)cc1 | 93 | -5&4
N/C(Cc1cccs1)=N\OC(=O)COc1ccccc1 | · | 9
COc1ccccc1C(=O)Nc1c(C)n(C)n(-c2ccccc2)c1=O | 98 | 4
CCOC(=O)c1sc(NC(=O)C2CC2)nc1C | 90 | 0
O=C(O)CCCCCN1C(=O)C(=O)/C(=C(/O)c2ccc(Cl)cc2)C1c1ccccc1 (stereo not drawn) | · | -4
O=C(O)C(Oc1ccc2c(-c3ccccc3)cc(=O)oc2c1)c1ccccc1 (stereo not drawn) | · | -6
CC(C)(C)n1nnnc1C(c1ccc2ncccc2c1)N1CCSCC1 (stereo not drawn) | 98 | 5
COc1ccc(OC)c(N(CC(=O)NCCc2ccc(OC)c(OC)c2)S(=O)(=O)c2ccc(OC)c(OC)c2)c1 | · | 2
O=C(CN(C(=O)CCC(=O)Nc1nccs1)c1ccc2c(c1)OCO2)NCC1CCCO1 (stereo not drawn) | 87 | 7
CCn1c(SCC(=O)Nc2cccc(C)n2)nnc1-c1ccco1 | 82 | 2
CCc1ccc2[nH]c(=O)c(C(c3nnnn3Cc3ccc(OC)cc3)N3CCOCC3)cc2c1 (stereo not drawn) | · | -6
N#CC(C(=O)NC1CC1)c1nc2ccccc2nc1N1CCN(C/C=C/c2ccccc2)CC1 (stereo not drawn) | · | 10
COCCCn1c(=S)[nH]c2ccc(N3CCOCC3)cc2c1=O | 111 | -2
Cc1cc(C)cc(N2C(=O)/C(=C/c3ccc(O)c(Cl)c3)C(=O)NC2=S)c1 | · | -6
O=C1c2ccccc2C(=O)c2c(C#Cc3ccccc3)cccc21 | · | -17
CCOC(=O)c1c[nH]c2c(Cl)ccc(Cl)c2c1=O | 91 | -8&7
Cc1ccc2nsnc2c1NC(=O)c1ccc(-c2ccc(Cl)cc2Cl)o1 | · | 5
O=C(Nc1ccc2nn(-c3ccc(F)cc3)nc2c1)c1cc(Cl)ccc1Cl | · | -12
Cc1ccccc1OCC(=O)Nc1c(C)n(C)n(-c2ccccc2)c1=O | 74 | ·
O=C1CCCC2=C1C(c1ccc(Cl)cc1Cl)Nc1ccccc1N2 (stereo not drawn) | · | 30
COc1cccc(NC(=O)/C=C/c2cccc([N+](=O)[O-])c2)c1 | · | 1
CCC(=O)NC(C)c1ccc(Br)cc1 (stereo not drawn) | · | -3
CCCCN(C)C(=O)C(Cc1ccccc1)NS(=O)(=O)c1ccc2c(c1)CCC(=O)N2 (stereo not drawn) | 90 | -4
CCOC(=O)CSc1nnc([C@H](CC(C)C)NC(=O)OC(C)(C)C)o1 | 98 | -2
Clc1ccc(Oc2nc3ccccc3n3cnnc23)cc1 | · | -1
COC(=O)CSc1nnc2n1C(C)(C)Cc1ccccc1-2 | 88 | 8
COc1cc(C(=O)NCc2cn3ccsc3n2)cc(OC)c1OC | 99 | ·
O=c1[nH]c(=O)n(-c2ccc(Cl)cc2)c(O)c1/C=C1/C=CC=N1 | · | 0
COC(=O)C1=NN(C(=O)c2cccc(Br)c2)C(O)(c2ccc(Cl)cc2)C1 (stereo not drawn) | · | -10
O=C(Oc1ccccc1C(=S)N1CCOCC1)c1cccc([N+](=O)[O-])c1 | · | -13
Cc1sc2ncn(CC(=O)NCc3ccccn3)c(=O)c2c1S(=O)(=O)N1CCOCC1 | · | 9
COc1ccc(NC(=O)c2cccc(Cl)c2)cc1Cl | · | -1
CCCCOc1ccc(C(=O)NCCCC(=O)N2CCCCC2)cc1 | 95 | 3
CC(C)NS(=O)(=O)c1ccc(OCC(N)=O)c(Cl)c1 | 51 | 7
Cc1cc(NCCNC2=CC(=O)CCC2)nc2ccccc12 | 66 | -2
Cc1ccc(OCc2nc(C#N)c(NCc3ccc4c(c3)OCO4)o2)cc1 | 117 | 4
CCC(=O)NC(C)c1nc2ccccc2n1C (stereo not drawn) | · | 9
C=CCc1c(C)nc2c(C(=O)O)cnn2c1C | 60 | 2
CSc1cccc(NS(=O)(=O)c2cccs2)c1 | 96 | 6
COC(=O)c1cc(C(=O)Nc2ccc(C(C)C)cc2)cc([N+](=O)[O-])c1 | · | 5
CCOCCCn1c(=S)[nH]c2cc(C(=O)N3CCOCC3)ccc2c1=O | 110 | 8
O=C(NCc1cccs1)C1CC(=O)N(C2CCCC2)C1 (stereo not drawn) | 107 | 2
O=c1c2[nH]c3cccc(Cl)c3c2ncn1Cc1ccncc1 | 122 | 4
CCN(CC)C(=O)CSc1nsc(SCC(=O)N(CC)CC)c1C#N | · | 7
Cc1nc(N2CCN(C)CC2)[nH]c(=O)c1Cc1cccc2ccccc12 | 95 | 2
CCC(=O)c1ccc(N2CCN(C(=O)c3cccc(F)c3)CC2)c(F)c1 | · | 1
CC1CCCCC1NC(=O)COc1ccc(-n2cnnn2)cc1 (stereo not drawn) | 94 | -1
CCn1c(SCc2ccc(OC)cc2)nnc1-c1ccncc1 | 54 | 12
O=C(Nc1ccc(Nc2ccccc2)cc1)c1cccc2ccccc12 | · | -1
COc1ccc(C(=O)COC(=O)c2ccccc2N2C(=O)C3C4C=CC(C4)C3C2=O)cc1 (stereo not drawn) | 157 | ·
COc1ccc(N2C(=O)CC(N(CCc3ccc(OC)c(OC)c3)C(C)=O)C2=O)cc1 (stereo not drawn) | · | 0
CCOc1cc(C(=O)Nc2ccc3c(c2)OCO3)cc(OCC)c1OCC | · | -6
CCc1ccc(CCC(=O)Nc2ccc(S(N)(=O)=O)cc2)o1 | 58 | -4
Cc1ccc(-c2nnn(CC(=O)N(Cc3cccs3)C(C(=O)NC3CCCC3)c3ccco3)n2)o1 (stereo not drawn) | 77 | -11
CC(NC(=O)c1cc2cc([N+](=O)[O-])ccc2oc1=O)c1ccccc1 (stereo not drawn) | · | 10
CCC(C)NC(=O)Nc1ccc(Cl)cc1 (stereo not drawn) | · | -4
Clc1ccc(CN2CCN(/N=C/c3cccnc3)CC2)cc1 | · | 8
CCOC(=O)C1=C(O)/C(=C/c2ccc(O)c(OC)c2)SC1=Nc1cccc(Cl)c1 | · | 2
O=C(Nc1ccncc1)Nc1ccc(F)cc1F | 79 | 10
New compounds follow:
SMILES | BAP1 block | HePTP inhibitor
CCC(C)NC(=O)c1n[nH]c(=O)c2ccccc12 (stereo not drawn) | 112 | 7
Cc1cccc(NC(=O)NCC(c2cccnc2)N2CCOCC2)c1 (stereo not drawn) | 109 | 4
O=C(Nn1c(=S)[nH]c2ccccc2c1=O)c1ccncc1 | 106 | 2
CSc1ccc(-c2ncnn2-c2cccc(Cl)c2)cc1 | · | -25
CCOC(=O)c1cn(CC(=O)Nc2ccc(C)cc2)nn1 | 99 | 7
O=C(Nc1cccc(Cl)c1)N(c1ccc(Cl)cc1)C1CCS(=O)(=O)C1 (stereo not drawn) | · | 7
CC(=O)N(C1=C(Cl)C(=O)c2ccccc2C1=O)c1ccc(Br)cc1 | · | -4
Cc1cc(N2CCC(C)CC2)nc(-n2nc(C)cc2C)n1 | 94 | 4
Nc1nncn1C(=O)CCc1ccccc1 | 101 | 6
CCCCC(c1nnnn1C1CCCC1)N1CCN(C(=O)c2ccco2)CC1 (stereo not drawn) | 96 | 9
Cc1cc2oc(=O)cc(COC(=O)c3cccc(N(C)C)c3)c2cc1C | 86 | -6
CN1CCN(NC(=O)NC23CC4CC(CC(C4)C2)C3)CC1 | · | 3
CCN1CCCC1CNC(=O)CN1C(=O)COc2ccc(C)cc21 (stereo not drawn) | 103 | -6
O=C(COc1cc2oc(=O)c3c(c2cc1Cl)CCC3)c1ccc(Cl)cc1 | · | 3
Cc1ccc(-c2nc(CS(=O)(=O)CC(=O)NCCCN3CCN(C)CC3)c(C)o2)cc1 | 98 | -4
COCCOC(=O)C1=C(C)NC(=O)NC1c1ccc(OC(=O)c2ccco2)c(OC)c1 (stereo not drawn) | 113 | 12
O=C(COc1ccc(Cl)cc1)Nc1cccc(-c2nc3cc(Cl)ccc3o2)c1 | · | 6
CCOc1cc(OCC)cc(C(=O)Nc2ccc(OC(F)(F)F)cc2)c1 | · | 2
CC(=O)N1C(C(=O)O)CSC1c1cccc(C)c1 (stereo not drawn) | 109 | -7
CCCCN1C(=O)C(NC(C)=O)c2cc(Br)ccc21 (stereo not drawn) | 112 | -1
Cc1cc(C23CC4CC(C2)CC(c2cc(C)c(S(N)(=O)=O)c(C)c2)(C4)C3)cc(C)c1S(N)(=O)=O | · | 4
COc1cc(C(C)(C)C)cc(Br)c1O | · | -20
O=C(NCC(=O)N(c1ccc2c(c1)OCO2)C(C(=O)NC1CCCC1)c1ccncc1)c1ccco1 (stereo not drawn) | 100 | 5
Cn1c(=O)n(CC(=O)O)c2ccccc21 | 127 | -10
Cc1cc(C)c2[nH]c3nc(C)cc(C)c3c(=O)c2c1 | · | -13
CCOC(=O)C1=C(O)CSC1=Nc1ccc(F)cc1 | · | 4
O=C(NC(=S)Nc1ccc(-c2nc3ccccc3s2)cc1)c1ccc(Cl)cc1 | · | 6
CCOC(=O)C1C(C)=CC(=O)CC1c1ccco1 (stereo not drawn) | 105 | 1
CCOC(=O)c1oc2ccccc2c1CSc1nnnn1-c1ccc(OC)cc1 | 156 | 11
CC12CN3CC(C)(CN(C1)C3c1cn(Cc3ccccc3)c3ccccc13)C2=O (stereo not drawn) | · | 1
Cc1ccc(-c2nnn(CC(=O)N(CC(=O)NCc3ccccc3)c3cccc(C)c3C)n2)o1 | 70 | 10
O=C(c1c(Cl)cccc1Cl)N1CCOCC1 | · | -2
COc1ccc(CN2CCN(Cc3cccn3C)CC2)c(OC)c1 | · | -10
Nc1nc2nc(-c3ccco3)cc(C(F)(F)F)n2n1 | · | -6
Cc1cc(NC(=O)c2ccccc2[N+](=O)[O-])no1 | · | -15
CC1(C)Oc2ccc3ccc(=O)oc3c2-c2cn[nH]c21 | 107 | ·
O=C(Nc1ccc(Br)cc1)c1nc2nc(-c3ccccc3)cc(C(F)(F)F)n2n1 | 50 | 1
O=S(=O)(NCc1ccccc1)c1cccc2nonc12 | 112 | 0
COc1cc(OC)cc(C(=O)NCc2n[nH]c(=S)n2-c2ccccc2OC)c1 | 101&103 | 9
CCCC(N)CCCCCC(=O)O (stereo not drawn) | 98 | 2
COc1ccccc1NC(=O)c1ccc2ccccc2n1 | · | -4
COc1ccc(NS(=O)(=O)c2coc(C(N)=O)c2)cc1Cl | 94 | 0
Cc1ccc(NC(=O)CN(c2cccc(C(F)(F)F)c2)S(C)(=O)=O)c(C)c1 | · | 9
Cc1ccc(/C=N/N=C(c2ccccc2)c2ccccc2)s1 | · | 8
CC(C)Oc1cccc(C(=O)N2CCC(Cc3ccccc3)CC2)c1 | · | 2
CCOc1cc(/C=C2\C(=O)NC(=O)N(c3ccc(C)cc3)C2=O)c(Br)cc1OC | · | 7
O=S(=O)(N/N=C/c1cccc(F)c1)c1ccccc1 | · | 4
CC(C)(C)c1ccc(C(=O)NCc2cccnc2)cc1 | 126 | -11
Cc1sc2nc(SCc3nc4ccccc4[nH]3)n(Cc3ccco3)c(=O)c2c1C | · | 2
COC(=O)c1sccc1NC(=O)/C=C/c1ccc(OC)cc1 | · | 9
CCn1c(SCC(=O)Nc2nonc2C)nnc1-c1ccco1 | 109 | 5
Cc1cc(C(=O)NCCN2CCCCC2C)n(-c2ccccc2)n1 (stereo not drawn) | 102 | 0
Clc1ccccc1Cn1nnc2c(N3CCCC3)ncnc21 | 107 | 4
O=C(CSc1nc(O)cc(=O)[nH]1)Nc1ccc2c(c1)CCC2 | 100 | 13
COC(=O)CCc1nc2ccccc2[nH]c1=O | · | 5
N#CCc1nnc2n1-c1ccccc1CCC2 | 95 | -1
Cc1ccc(NNC(=O)C(O)(c2ccccc2)c2ccccc2)c(Br)c1 | · | 6
Cc1cc(C)c2nc(NC(=O)c3ccccc3[N+](=O)[O-])sc2c1 | · | -9
Cc1cccc2cc(CN(Cc3ccco3)C(=O)N3CCCC3)c(=O)[nH]c12 | 79 | 9
O=C(Cc1nnc(NC(=O)c2ccco2)s1)NCc1ccccc1 | · | 8
CCN(Cc1ccncc1)C(=O)C(CO)c1ccccc1 (stereo not drawn) | 95 | ·
COC(=O)COc1ccc(Oc2nc(SC)nc(N(C)C)n2)nn1 | 100 | -10

16 of these compounds, reformatted:
smiles,BAP1 block,HePTP inhibitor
O=S(=O)(N/N=C/c1cccc(F)c1)c1ccccc1,·,4
CC(C)(C)c1ccc(C(=O)NCc2cccnc2)cc1,126,-11
Cc1sc2nc(SCc3nc4ccccc4[nH]3)n(Cc3ccco3)c(=O)c2c1C,·,2
COC(=O)c1sccc1NC(=O)/C=C/c1ccc(OC)cc1,·,9
CCn1c(SCC(=O)Nc2nonc2C)nnc1-c1ccco1,109,5
Cc1cc(C(=O)NCCN2CCCCC2C)n(-c2ccccc2)n1 (stereo not drawn),102,0
Clc1ccccc1Cn1nnc2c(N3CCCC3)ncnc21,107,4
O=C(CSc1nc(O)cc(=O)[nH]1)Nc1ccc2c(c1)CCC2,100,13
COC(=O)CCc1nc2ccccc2[nH]c1=O,·,5
N#CCc1nnc2n1-c1ccccc1CCC2,95,-1
Cc1ccc(NNC(=O)C(O)(c2ccccc2)c2ccccc2)c(Br)c1,·,6
Cc1cc(C)c2nc(NC(=O)c3ccccc3[N+](=O)[O-])sc2c1,·,-9
Cc1cccc2cc(CN(Cc3ccco3)C(=O)N3CCCC3)c(=O)[nH]c12,79,9
O=C(Cc1nnc(NC(=O)c2ccco2)s1)NCc1ccccc1,·,8
CCN(Cc1ccncc1)C(=O)C(CO)c1ccccc1 (stereo not drawn),95,·
COC(=O)COc1ccc(Oc2nc(SC)nc(N(C)C)n2)nn1,100,-10
